TbPYK inhibitor – blocks Trypanosoma brucei pyruvate kinase. Q57TT1. TbPYK enzyme, Kinase-Glo Plus ATP luminescence, 45 min. Potency, µM (top dose mostly 76.8 µM), without a hit: at the top dose activity, negative = inhibition, actives largely listed as inhibitors. 410,000 compounds, 0.12% hits. AID 624173; also: potency is read from the fitted curve at half-maximal effect; nearly all actives have a fitted effect of over 50% in size
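Quantitative HTS: titrated library compounds versus trypanosomal pyruvate kinase in TEA buffer (pH 7.2) containing KCl, MgCl2, BSA and Tween-20. Reactions were initiated with ADP, 130 uM final. Kinase-Glo Plus luminescence was read after 45 min at RT.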
AmpC no deterg – AmpC beta-lactamase inhibition without detergent; AID 485341; 330,000 compounds, 0.52% hits; AmpC nitrocefin hydrolysis, absorbance 480 nm, 0.0001% Triton; P00811; Potency, µM (doses to about 57.1 µM), for inactives: at the highest dose activity change, negative = inhibition, hits mostly inhibitors;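 also: potency is read from the fitted curve at half-maximal effect; plate controls were no compound for no effect and no enzyme for full effect; nearly all actives have a fitted effect of over 20% in size; some results filed as inactive show a strong effect at the top dose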
Target sequence (P00811 whole entry, looked up): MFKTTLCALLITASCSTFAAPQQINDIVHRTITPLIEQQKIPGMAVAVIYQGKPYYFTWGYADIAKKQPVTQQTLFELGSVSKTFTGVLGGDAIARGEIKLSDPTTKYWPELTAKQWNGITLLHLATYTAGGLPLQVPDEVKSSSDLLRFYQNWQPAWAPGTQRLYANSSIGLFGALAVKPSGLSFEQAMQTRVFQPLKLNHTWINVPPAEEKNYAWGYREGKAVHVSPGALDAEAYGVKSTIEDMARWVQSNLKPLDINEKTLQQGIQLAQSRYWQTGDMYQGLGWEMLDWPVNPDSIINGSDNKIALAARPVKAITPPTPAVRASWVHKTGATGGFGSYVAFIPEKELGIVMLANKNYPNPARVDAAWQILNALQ
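AmpC (5.3 nM in the dispensed reagent) in 20 mM phosphate pH 7.0 with 0.01% (detergent screen) or 0.0001% Triton X-100 was preincubated with compounds for 15 min at room temperature. Nitrocefin was then added from an 800 uM solution, and hydrolysis was followed at 480 nm.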
HCV inh – blocks hepatitis C virus; Huh7.5.1 HCVcc-Cre infection, luciferase reporter, 44 h; Potency, µM (series often up to 41.8 µM), for inactives: at the top dose activity change, negative = inhibition, most hits filed as inhibitors; 340,000 compounds, 3.4% hits; also: potency is read from the fitted curve at half-maximal effect
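Luciferase read-out (15 sec integration) after a 15 min room-temperature substrate step quantifies HCVcc-Cre infection. Cells, 1,000 per well, had compound added 4 h post-plating, then virus at ~0.5 moi, and were cultured 44 h.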
LmPK inh – inhibitors of Leishmania mexicana pyruvate kinase | Q27686 | purified LmPK, Kinase-Glo ATP luminescence, 1 h | Potency, µM (top dose mostly 57.5 µM), for inactives: top-dose activity change, negative = inhibition, hits mostly inhibitors | 290,000 compounds, 0.37% hits | AID 1721; also: potency is read from the fitted curve at half-maximal effect
Target sequence (Q27686 whole entry, looked up): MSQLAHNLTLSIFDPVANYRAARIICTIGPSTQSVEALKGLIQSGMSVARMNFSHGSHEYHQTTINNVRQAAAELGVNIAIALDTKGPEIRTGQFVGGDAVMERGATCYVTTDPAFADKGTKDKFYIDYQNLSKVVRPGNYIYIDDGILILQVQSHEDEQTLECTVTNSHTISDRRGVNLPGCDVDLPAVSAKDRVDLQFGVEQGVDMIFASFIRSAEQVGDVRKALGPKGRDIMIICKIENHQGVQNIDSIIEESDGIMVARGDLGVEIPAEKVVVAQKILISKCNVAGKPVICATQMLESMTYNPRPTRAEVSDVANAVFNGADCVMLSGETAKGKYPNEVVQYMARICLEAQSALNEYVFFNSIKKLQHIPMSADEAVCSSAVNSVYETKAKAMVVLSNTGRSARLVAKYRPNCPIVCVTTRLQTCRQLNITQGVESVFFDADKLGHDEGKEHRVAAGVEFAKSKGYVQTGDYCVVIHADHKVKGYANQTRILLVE
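0.1 nM LmPK, 0.5 mM PEP, 0.1 mM ADP; 50 mM imidazole pH 7.2, 7 mM MgCl2, 50 mM KCl; 1 h RT. Kinase-Glo luminescence readout, normalized to no-enzyme (full inhibition) and uninhibited wells.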
HCMV inh – inhibitors of human cytomegalovirus. AID 1259415. HFF cells, HCMV-luciferase reporter, 72 h; stronger effect = lower value. activity change, negative = inhibition, % at 57.5 µM. 410,000 compounds, 4.5% hits; in the data active = activity change below about -60%; inconclusive = no clear call, values can overlap the other calls; inactive = above about -39%
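Screen run at 2 compound doses on HFFs infected with reporter HCMV, MOI 1 PFU/cell. Luciferase activity from cell lysates at 72 h post infection gave inhibition relative to buffer-only and Salinomycin wells.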
AMA1-RON2 inh – inhibitors of Plasmodium falciparum AMA1-RON2 interaction; Potency, µM (doses to about 58.2 µM), inactives show at the top dose activity change, negative = inhibition, hits mostly inhibitors; 360,000 compounds, 0.2% hits; AID 720542; AlphaScreen AMA1-biotinylated RON2 peptide binding;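 also: potency is read from the fitted curve at half-maximal effect; 0% = vehicle wells and -100% = peptide control; nearly all actives have a fitted effect of over 45% in size; some results filed as inactive show a strong effect at the top dose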
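AMA1 (3D7) with his tag at 25 nM final met compounds first, then biotinylated RON2 peptide at 25 nM; detection used donor plus acceptor beads, 10 µg/mL apiece, read by AlphaScreen after 30 min at room temperature.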
AmpC inh detg – inhibitors of E. coli AmpC beta-lactamase with detergent; AmpC hydrolysis of nitrocefin, absorbance 480 nm, 0.01% Triton; Potency, µM (highest dose often 114 µM), without a hit: at the highest dose activity change, negative = inhibition, most hits filed as inhibitors; 370,000 compounds, 0.041% hits;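 also: potency is read from the fitted curve at half-maximal effect; 0% = no-compound wells and -100% = no-enzyme wells; nearly all actives have a fitted effect of over 25% in size; some results filed as inactive show a strong effect at the top dose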
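AmpC (5.3 nM in the dispensed reagent) in 20 mM phosphate pH 7.0 with 0.01% (detergent screen) or 0.0001% Triton X-100 was preincubated with compounds for 15 min at room temperature. Nitrocefin was then added from an 800 uM solution, and hydrolysis was followed at 480 nm.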
Starred values were filed as active, the others as inactive; ? = inconclusive; . = no result given; [ ] = remark or other dose. Unless noted, calls follow the shape of the dose curve; as a rule, active = well fitted curve in the direction sought with a large enough effect; inconclusive = small, poorly fitted or top-dose-only effect, or another doubt; inactive = no such curve, though single readings can be large; an effect the other way counts as inactive or inconclusive. Unless noted, % is scaled to controls: 0 for no effect and ±100 for the full control effect.

nr	Molecule	TbPYK inhibitor	AmpC no deterg	HCV inh	LmPK inh	HCMV inh	AMA1-RON2 inh	AmpC inh detg
1	Cc1ccc(S(=O)(=O)N2CCN(C(=O)CCCOc3ccc(Cl)cc3C)CC2)cc1	-2%	78%[activator]	?	.	-38	-7%	5%
2	Cc1ccc(C)c(N2CCN(S(=O)(=O)c3ccc4c(c3)NC(=O)CC(=O)N4)CC2)c1	-10%	-56%	25%	0%	-19	5%	-12%
3	Cc1cccc(NC(=O)CNC(=O)CN2CCN(C)CC2)c1C	-3%	-19%	-5%	.	-1	-2%	-5%
4	Cc1c(-c2cc[n+]([O-])cc2)oc2ccc(Br)cc2c1=O	.	-22%	.	-3%	?	.	2%
5	Cn1c(N)c(Sc2ccc([N+](=O)[O-])cc2)c(=O)n(C)c1=O	1%	-10%	9%	-4%	-1	-5%	-3%
6	O=C(NCc1ccccc1)c1ccc(N2CCC3(CC2)CC(c2ccccc2)=NO3)c([N+](=O)[O-])c1	1%	-44%	?	-4%	-31	-20%	-11%
7	Cn1c(=O)c2c(nc(CN3CCC(C(N)=O)CC3)n2Cc2c(F)cccc2Cl)n(C)c1=O	0%	3%	-15%	-1%	14	-17%	-12%
8	CC1=NNC(=O)/C1=C\c1cn(-c2ccccc2)nc1-c1ccc(Cl)cc1	1%	-36%	?	-4%	-102*	-3%	-1%
9	O=C1NC(=NCc2ccccc2)S/C1=C\c1ccccc1	2%	-31%	18%	1%	-68*	7%	-3%
10	CCCCNC(=O)C1CCC(Cn2c(=O)c3sccc3n(CC(=O)Nc3ccccc3)c2=O)CC1 (configuration not stated)	1%	.	.	.	8	.	3%
11	Cc1cc(OCCn2c(CCNC(=O)C3CCCCC3)nc3ccccc32)ccc1Cl	4%	.	.	.	38	.	-1%
12	COc1cc(NC(=O)c2cc([N+](=O)[O-])ccc2NC(=O)CNCc2ccccn2)cc(OC)c1	-4%	15%	-14%	-4%	29	18%	-11%
13	CCCCc1ccc(S(=O)(=O)N2CCC3(CC2)OCCO3)cc1	3%	57%	-4%	-3%	42	7%	-1%
14	CCOC(=O)N1CCN(C(=O)CSCC(=O)Nc2nc(-c3ccc(Cl)s3)cs2)CC1	0%	-14%	11µM*	-1%	45	-4%	-8%
15	CC(C)[C@H](NC(=O)c1ccccc1Cl)C(=O)OCC(=O)NC(=O)NC1CCCC1	0%	18%	-1%	-2%	5	25%	-1%
16	C=CCC[C@H](Cc1ccc(F)cc1)C(=O)OC[C@@H](Cc1c[nH]c2ccccc12)NC(=O)[C@@H](CC=C)CC(=O)N(CCO)Cc1ccccc1	1%	31%	?	.	39	1%	.
17	O=C(CSC1=NCCS1)N1CCN(c2ccc(Cl)cc2)CC1	1%	2%	?	3%	-82*	-9%	-1%
18	CCOC(=O)c1ccc(NC(=O)C2CCCO2)cc1 (configuration not stated)	2%	0%	27%	-9%	21	28%	-4%
19	CCCS(=O)(=O)N1CCCC(C(=O)NCCc2cccc(C)c2)C1 (configuration not stated)	3%	-2%	2%	4%	-6	-3%	1%
20	CCCCN1CNC(=S)N(c2ccc(C(=O)OCC)cc2)C1	-7%	-24%	-18%	-1%	-27	12%	-6%
21	CCN1C(=O)C(=Cc2ccc(C)s2)C(=O)N(CC)C1=S	?	-53%	5%	0%	32	10%[11.6 µM]	?
22	Cn1c(N)c(C(=O)COC(=O)COc2ccccc2C#N)c(=O)n(C)c1=O	1%	-17%	4%	5%	-5	9%	4%
23	N#Cc1cnn2c(N)c(-c3ccc(Cl)cc3)cnc12	5%	-17%	-15%	-7%	?	4%	-3%
24	O=C(Cn1cnc([N+](=O)[O-])c1)Nc1cc(Oc2ccc(Cl)cc2Cl)cc([N+](=O)[O-])c1	0%	-21%	6.3µM*	2%	-73*	-11%	7%
25	Cc1nn(CCCC(=O)Nc2cc(C(F)(F)F)ccc2Cl)c(=O)c2c1sc1ccccc12	-8%	.	.	.	22	.	24%
26	CN(C(=O)COC(=O)CNC(=O)c1sc2ccccc2c1Cl)c1ccccc1	-3%	-23%	6%	-1%	?	-2%	5%
27	CN(C)c1ccc2nc3ccc(=O)cc-3sc2c1	?	.	.	.	-78*	?	.
28	Cc1ccc(N)cc1Cl	-7%	.	10%	.	53	-4%	.
29	FC(F)(F)c1cccc(-n2c(Cn3nnc4ccccc43)n[nH]c2=S)c1	?	-8%	13%	-1%	1	4%	-1%
30	O=C(N/N=C/c1cccc([N+](=O)[O-])c1)c1cc[n+](CCO)cc1	3%	2%	3%	-1%	-9	27%	5%
31	CCOC(=O)COc1c(C(=O)OC)sc2ncccc12	-1%	15%	14%	-9%	-23	-10%	1%
32	O=c1[nH]c(=O)n(C2CCCCC2)c(O)c1C1=Nc2ccccc2SC(c2ccccc2)C1 (configuration not stated)	-12%	.	.	.	35	.	?
33	COC(CNC(=O)C(=O)NCC1CCCN1S(=O)(=O)c1cccs1)OC (configuration not stated)	-1%	3%	-1%	.	-24	-15%	-20%
34	Cc1ccc(C)c(-n2c(Cc3cc(=O)[nH]c(=O)[nH]3)nnc2SC(C)C)c1	-15%	-7%	15%	3%	21	5%	0%
35	O=C1C=C(C#Cc2ccccc2)C[C@@H](c2ccc(F)cc2)C1	7%	.	.	.	8	6%	.
36	O=C(CSc1nnc(-c2ccccc2)c2ccccc12)NCCN1C(=O)CSC1=O	-4%	-24%	1%	.	-1	-8%	-15%
37	O=C1CN(C(=O)C2CC2)c2ccccc2N1	-1%	-20%	0%	-3%	62	26%	1%
38	S=c1nc(C23CC4CC(CC(C4)C2)C3)[nH][nH]1	?	-26%	4%	3%	33	53%[activator]	4%
39	Cc1c(-c2ccc(OCc3ccccc3)cc2)nc2ccccc2c1C(=O)O	6%	-3%	19%	-6%	-29	-7%	-4%
40	CC1(C(=O)Nc2cccc3c2CCCC3)CCN1C(=O)c1cccc(F)c1 (configuration not stated)	-12%	.	.	.	-9	-6%	.
41	Cc1ccc(NC(=O)CC(C)CC(=O)NCc2ccccc2)cc1Cl (configuration not stated)	-19%	-14%	0%	0%	28	4%	2%
42	COc1ccccc1/C=C/C=N/NC(=O)CCn1cnc2ccccc21	4%	20%	?	2%	-5	31%[activator]	-5%
43	C/C(=N\O)C(C)/[N+]([O-])=C/c1nc(C)c(C)n1O (configuration not stated)	-3%	.	11%	.	-5	3%	.
44	CC(=O)Nc1ccc(CN(C)CC2CCCN(CCc3cccc(C(F)(F)F)c3)C2)cc1 (configuration not stated)	1%	47%	1.4µM*	-1%	-30	-20%	-3%
45	COC(=O)C1=C(c2ccc(S(C)(=O)=O)cc2)C[C@@H]2CC[C@H]1N2C(=O)NC(C)C	0%	.	0%	.	-18	-4%	.
46	CCC(=O)N(Cc1cc2c(C)ccc(C)c2[nH]c1=O)C1CCCCC1	-1%	41%	-2%	1%	-34	-2%	-1%
47	COc1ccc(C2C(=O)N(C3CCCCCC3)CC(=O)N2CCC2=CCCCC2)cc1 (configuration not stated)	1%	.	.	.	-3	.	3%
48	Cc1ccc(NC(=O)c2c(NC(=O)Cc3ccccc3)sc3c2CCC3)cc1	1%	.	.	.	-3	.	2%
49	O.O.O.O=S(=O)([O-])OC[C@H]1O[C@@H](O[C@]2(COS(=O)(=O)[O-])O[C@H](OS(=O)(=O)[O-])[C@@H](OS(=O)(=O)[O-])[C@@H]2OS(=O)(=O)[O-])[C@H](OS(=O)(=O)[O-])[C@@H](OS(=O)(=O)[O-])[C@@H]1OS(=O)(=O)[O-].[Al]	.	-13%	-15%[8.37 µM]	8%	.	.	0%
50	COC(=O)C[C@H]1c2ccccc2S(=O)(=O)N1C(C)C	1%	.	22%	.	6	13%	.
51	CC(C)(C)c1ccccc1NC(=O)COC(=O)CN1C(=O)NC2(CCCC2)C1=O	4%	-21%	0%	.	-24	7%	-11%
52	CN(CC(=O)Nc1ccc2c(c1)OCCO2)CC(=O)Nc1ccc(F)c(F)c1F	1%	5%	-5%	.	45	46%[activator]	.
53	CCC(=O)Nc1ccccc1C(=O)OCC(=O)c1ccccc1	0%	-18%	19%	0%	78	-3%	-2%
54	CC(=O)CSc1nnc(CN2C(=O)CSc3ccc(C(F)(F)F)cc32)n1C	?	-7%	13%	-1%	0	10%	7%
55	O=C(N/N=C/c1cc(Br)ccc1O)c1ccccc1Cl	-1%	-53%	?	-1%	-65*	60%[activator]	?
56	CCOc1ccccc1-c1nc2c(s1)CCc1onc(-c3ccc(OC)cc3)c1-2	0%	.	16%	.	-11	1%	.

Sorted by molar mass (ascending): part of the list above
nr	Molecule	TbPYK inhibitor	AmpC no deterg	HCV inh	LmPK inh	HCMV inh	AMA1-RON2 inh	AmpC inh detg
55	O=C(N/N=C/c1cc(Br)ccc1O)c1ccccc1Cl	-1%	-53%	?	-1%	-65*	60%[activator]	?
51	CC(C)(C)c1ccccc1NC(=O)COC(=O)CN1C(=O)NC2(CCCC2)C1=O	4%	-21%	0%	.	-24	7%	-11%
54	CC(=O)CSc1nnc(CN2C(=O)CSc3ccc(C(F)(F)F)cc32)n1C	?	-7%	13%	-1%	0	10%	7%

Other results:
nr	Molecule	TbPYK inhibitor	AmpC no deterg	HCV inh	LmPK inh	HCMV inh	AMA1-RON2 inh	AmpC inh detg
57	CCOC(=O)c1c(-c2ccccc2)n(C)c2ccc(O)cc12	6%	-11%	?	6%	-12	-4%	0%
58	CCN(C(=O)COC(=O)CC(C)c1ccccc1)c1c(N)n(Cc2ccccc2)c(=O)[nH]c1=O (configuration not stated)	4%	-19%	7%	.	0	-9%	-2%
59	Cc1ccccc1OCC(=O)Nc1ccc2[nH]c(=O)sc2c1	1%	.	.	.	-23	.	-2%
60	CCOC(=O)N1CCN(C(=O)c2cccc(N3C(=O)NC4CC3(C)Oc3ccccc34)c2)CC1 (configuration not stated)	2%	54%	19%	-7%	-21	-10%	-12%
61	CCN(CC(=O)Nc1c(F)cccc1F)C(=O)/C=C/c1ccc2ccccc2n1	6%	-58%	32%[activator]	.	-3	-16%	?
62	CCCCn1c(O)c(/C(CC)=N/N2CCCCC2c2cccnc2)c(=O)[nH]c1=S (configuration not stated)	-2%	-8%	-28%	-5%	-63*	42%[activator]	-12%
63	COc1ccc(Nc2nc3ccc(OC)cc3s2)cc1	4%	-33%	22%	4%	47	?	-3%
64	O=c1[nH]c2cc(Cl)ccc2n1-c1ccccc1	0%	-24%	-13%	1%	-30	4%	?
65	COc1ccc(C(=O)NCc2ccc3c(c2)OCO3)cc1S(=O)(=O)NCc1ccc(Cl)cc1	3%	-13%	?	0%	-15	4%	-4%

Source: PubChem BioAssay
